S-ASM inh – human S-ASM enzyme inhibition; placental ASM, HMU-PC fluorogenic substrate, 60 min; Potency, µM (top dose mostly 57.5 µM), for the others: at the highest dose activity change, negative = inhibition, actives largely listed as inhibitors; 0.006% of 340,000 active; AID 504937; further: potency means the concentration at half of the fitted maximal effect
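Human placenta-derived ASM enzyme was preincubated with compound for 10 minutes at room temperature, then given fluorogenic substrate HMU-PC0 (9 uM final) for 60 minutes at 37 °C; a pH 10 stop preceded fluorescence reading at Ex 386/Em 447 nm.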
TRPV1 ag – activates the human vanilloid receptor TRPV1; TRPV1-expressing cells, Fluo-8 calcium influx, agonist mode; 0.19% of 320,000 active; AID 540275; activation, % at 8.33 µM; Q8NER1; in the data active means activation above about 80%; inconclusive means between about 30% and that limit; further: 0% is about no effect
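Cells expressing TRPV1 were dye-loaded with Fluo-8 and read kinetically: 10 s baseline, 3 min after compound (agonist portion), then 2 min after EC20 capsaicin (allosteric enhancer portion). Calcium-bound dye fluorescence at 480/520 nm.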
PTAP TSG101 blk – blocks PTAP/TSG101 interaction to inhibit HIV-1 budding. Potency, µM (titrated, usually from 115 µM), without a hit: at the top dose activity change, negative = inhibition, hits mostly inhibitors. 340,000 tested, under 10 active. Q99816. Fluorescence polarization, FITC-PTAP peptide / Tsg101 binding; active means well fitted inhibition curve with a large enough effect in the main read-out, with a control signal flat, not every such curve was filed as active; inconclusive means small, poorly fitted or top-dose-only effect, or effect the other way, or a change in a side signal; inactive means no such curve, though single readings can be large or run the other way; further: potency means the concentration at half of the fitted maximal effect; % of control where 0% means no effect
Target sequence (Q99816 whole entry, looked up): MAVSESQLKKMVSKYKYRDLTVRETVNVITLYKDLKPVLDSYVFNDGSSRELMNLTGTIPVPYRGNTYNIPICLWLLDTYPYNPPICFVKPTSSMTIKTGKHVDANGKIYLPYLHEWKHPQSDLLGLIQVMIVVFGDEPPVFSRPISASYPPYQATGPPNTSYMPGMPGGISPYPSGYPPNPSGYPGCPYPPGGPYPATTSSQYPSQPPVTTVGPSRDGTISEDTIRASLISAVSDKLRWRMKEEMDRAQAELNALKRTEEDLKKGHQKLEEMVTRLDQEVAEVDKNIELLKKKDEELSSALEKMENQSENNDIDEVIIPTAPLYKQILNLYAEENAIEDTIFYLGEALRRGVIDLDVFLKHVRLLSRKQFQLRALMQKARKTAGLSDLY
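FP read-out: FITC-PTAP peptide, 50 nM final, binding Tsg101 binding domain, 10 uM final; 20 min, r.t.; 10 mM HEPES pH 7.5, 0.15 M NaCl, 0.01% Tween 20, 3 mM EDTA, 0.1 mM TCEP.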
B2AR arrestin – beta2AR (human) beta-arrestin recruitment activity | Potency, µM (series often up to 46.1 µM), without a hit: at the highest dose activation, hits mostly activators | beta-arrestin recruitment to beta2AR, cell-based reporter | 0.02% of 330,000 active | P07550 | AID 492947;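 further: potency means the concentration at half of the fitted maximal effect; 0% = DMSO controls and full agonism = EC100 isoproterenol or metaproterenol; nearly all actives have a fitted effect of over 65% in size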
BRCA1 expr up – BRCA1 expression activation | AID 624202 | Potency, µM (titrated, usually from 46.1 µM), without a hit: top-dose activation, usual class: activators | 1.1% of 380,000 active | MCF7-BRCA1-FFLuc reporter, luminescence, 48 h; response scale: scaled: vehicle 0%, 10 µM genistein 100%; further: potency means the concentration at half of the fitted maximal effect; nearly all actives have a fitted effect of over 80% in size; some results filed as inactive show a strong effect at the top dose
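Luminescence from a BRCA1-driven firefly luciferase in MCF7 cells was the read-out, taken 15 min after substrate addition following 48 h compound exposure at 37 °C. Data were normalized to a 10 microM genistein control and DMSO vehicle.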
USP2a inh – USP2a (human) protease inhibition; O75604; USP2 core, Ub-CHOP2 coupled fluorogenic reporter, 485/531; Potency, µM (series often up to 38.3 µM), for inactives: at the top dose activity change, negative = inhibition, actives largely listed as inhibitors; 0.01% of 330,000 active;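 further: potency means the concentration at half of the fitted maximal effect; plate controls were DMSO wells for no effect and full inhibition by NEM control for full effect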
Target sequence (O75604 whole entry, looked up): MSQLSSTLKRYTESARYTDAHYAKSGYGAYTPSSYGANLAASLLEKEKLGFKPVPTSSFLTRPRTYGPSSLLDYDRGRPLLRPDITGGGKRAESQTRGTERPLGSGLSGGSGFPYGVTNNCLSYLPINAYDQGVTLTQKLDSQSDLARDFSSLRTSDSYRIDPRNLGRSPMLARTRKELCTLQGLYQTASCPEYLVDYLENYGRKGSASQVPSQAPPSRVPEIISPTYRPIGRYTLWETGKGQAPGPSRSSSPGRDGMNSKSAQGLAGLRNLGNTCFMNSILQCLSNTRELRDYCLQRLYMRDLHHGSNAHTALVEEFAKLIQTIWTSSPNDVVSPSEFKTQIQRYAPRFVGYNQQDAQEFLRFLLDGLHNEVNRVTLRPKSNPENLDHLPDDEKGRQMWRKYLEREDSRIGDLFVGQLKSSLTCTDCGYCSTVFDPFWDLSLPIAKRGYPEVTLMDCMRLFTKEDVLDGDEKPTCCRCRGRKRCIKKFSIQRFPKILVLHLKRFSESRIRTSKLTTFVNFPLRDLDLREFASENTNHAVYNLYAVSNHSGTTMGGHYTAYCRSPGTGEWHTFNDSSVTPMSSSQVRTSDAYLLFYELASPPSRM
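USP2 core (10nM final) preincubated 30min RT with compound in 20mM Tris-HCl pH 8.0, 2mM CaCl2, 2mM beta-mercaptoethanol, 0.05% CHAPS; 25nM Ub-CHOP2 plus 25nM reporter substrate added, fluorescence (Ex485/Em531) read after 60min.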
uPA generation – cell surface uPA generation inhibition. Potency, µM (top dose mostly 38.3 µM), inactives show top-dose activity change, negative = inhibition, usual class: inhibitors. 0.31% of 330,000 active. cell surface uPA generation assay, qHTS. AID 540303; active means well fitted inhibition curve with a large enough effect; inconclusive means small, poorly fitted or top-dose-only effect; inactive means no such curve, though single readings can be large or run the other way; tested in mouse RAW 264.7 cells; further: potency means the concentration at half of the fitted maximal effect; on the % scale 0 is the no-effect control and ±100 the full control effect; nearly all actives have a fitted effect of over 55% in size
Eya2 phos inh – blocks the phosphatase activity of human Eya2; recombinant Eya2, OMFP fluorescence dephosphorylation (OMFP is methylfluorescein phosphate); Potency, µM (titrated, usually from 76.9 µM), for the others: top-dose activity, negative = inhibition, actives largely listed as inhibitors; 0.006% of 330,000 active; AID 488837; further: potency means the concentration at half of the fitted maximal effect; on the % scale 0 is the no-effect control and ±100 the full control effect
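Eya2 protein (added as 0.2 uM solution) was preincubated with compound for 10 min at ambient temperature in 50 mM HEPES pH 7.5, 50 mM NaCl, 5 uM MgCl2, 0.05% BSA, 1 mM DTT. OMFP (added at 50 uM) then reacted 10 min; fluorescence read at 485/525 nm.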
p53 reactivator – restores transcriptional activity of mutant p53; H1299 p53-A138V BP100-luciferase reporter, luminescence, 24 h; Potency, µM (doses to about 92.2 µM), for inactives: at the highest dose activity change, positive = activation, most hits filed as activators; 0.063% of 320,000 active; further: potency means the concentration at half of the fitted maximal effect; % of control where 0% means no effect; nearly all actives have a fitted effect of over 45% in size
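H1299 (p53-null), stable ts p53-A138V + BP100-Luc; 1000 cells/well, Opti-MEM/10% FBS; cpd 4 pt, 1:5; 24 h, 37 deg C, 5% CO2; detection reagent 10 min RT; luminescence.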
a7 integrin act – activators of alpha7 integrin expression for muscular dystrophy | Potency, µM (series often up to 38.3 µM), for the others: at the highest dose activation, hits mostly activators | 0.064% of 350,000 active | alpha7betagal myoblasts, beta-gal FDG fluorescence, 48 h | AID 624291;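 further: potency means the concentration at half of the fitted maximal effect; 100% = response of the positive control SU9516; nearly all actives have a fitted effect of over 60% in size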
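Alpha7betagal+/- myoblasts (passage 13) were plated 16-24 hr, then exposed to compounds (1:260 dilution of DMSO stock) for 48 hours at 37C. After MPER lysis, β-galactosidase reporter activity was read as FDG fluorescence (ex 480/em 540) after 30 minutes.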
ELG1 genotoxic – inducers of genotoxicity in HEK293T ELG1-luciferase cells; HEK293T ELG1-luciferase reporter, luminescence, 16 h; Potency, µM (doses to about 46 µM), inactives show at the top dose activity change, positive = activation, actives largely listed as activators; 1.3% of 330,000 active; AID 504466; further: potency means the concentration at half of the fitted maximal effect; % of control where 0% means no effect; nearly all actives have a fitted effect of over 60% in size
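Cells (2,000/well) expressing the ELG1-luciferase fusion are dosed by pin tool and kept 16 hr at 37 °C, 5% CO2. Signal comes from ONE-Glo luciferase reagent after 30 min at room temperature.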
Starred values were filed as active, the others as inactive; u = inconclusive; x = not tested or not shown; [ ] = remark or other dose. Unless noted, the call rests on the fitted dose curve; in most records, active means well fitted curve in the direction sought with a large enough effect; inconclusive means small, poorly fitted or top-dose-only effect, or another doubt; inactive means no such curve, though single readings can be large; an effect the other way counts as inactive or inconclusive. Outcome played no part in choosing rows (roughly 2.6% active in at least one column).

SMILES	S-ASM inh	TRPV1 ag	PTAP TSG101 blk	B2AR arrestin	BRCA1 expr up	USP2a inh	uPA generation	Eya2 phos inh	p53 reactivator	a7 integrin act	ELG1 genotoxic
CN(C)CCOCCP(=O)(c1ccccc1)c1ccccc1	1%	-5	-10%	-0.1%	-21%	10µM*	x	4%	-2%	-8%	-1%
Cc1ccc(C)c(-c2nnc(NC(=O)CS(=O)(=O)c3ccccc3)o2)c1	x	-6	1%	0.0%	-3%	-11%	2%	-4%	-1%	9%	-3%
Cc1ccc(C(=O)N/C(=C\c2ccc(F)cc2)C(=O)NCc2ccncc2)cc1	4%	u	-1%	0.6%	-1%	-1%	-12%	-18%	-4%	1%	0%
O=C(/C=C/c1c(F)cccc1Cl)NCc1ccc2c(c1)OCO2	-1%	u	0%	-0.2%	29%	0%	5%	0%	27%	14%	0%
O=C(NC1CCCC1)C(Cc1ccccc1)n1cccc1 (stereo not given)	7%	19	-2%	-0.3%	36%	3%	-18%	8%	1%	1%	4%
C[C@H](NC(=O)c1ccc(Cl)c(S(=O)(=O)N2CCOCC2)c1)c1nc2ccccc2[nH]1	0%	-3	-1%	0.3%	20%	2%	-11%	12%	0%	u	0%
COc1ccc(C2c3c(ncn(Cc4ccco4)c3=N)Oc3ccc4ccccc4c32)cc1 (stereo not given)	-23%	4	-2%	-0.5%	-97%[inhibitor]	-4%	4%	-5%	16%	-45%	14%
Cc1ccc(NC(=O)C2CC(=O)Nc3ncnn32)cc1Cl (stereo not given)	-2%	-5	-3%	-0.6%	-1%	0%	-3%	-1%	-1%	19%	0%
N/C(=N\OC(=O)COc1ccc(Br)cc1Cl)c1ccncc1	-3%	1	-3%	4.4%	u	-1%	0%	3%	u	7%	u
COc1ccc2c(c1)O[C@H]1c3ccc(O)cc3OC[C@@H]21	1%	x	1%	x	47%	x	-6%	x	x	1%	x
CC(C)(C)c1ccc(C(=O)NCCCNC(=O)c2ccco2)cc1	5%	24	-1%	-0.2%	15%	-1%	10%	11%	7%	-17%	2%
Cc1ccc(C(=O)N2CCOCC2)cc1Cl	1%	0	-2%	-0.1%	0%	-5%	3%	-26%	2%	10%	-1%
CCNC(=S)N1CCCC(C(N)=O)C1 (stereo not given)	8%	1	-2%	-0.3%	24%	1%	-2%	3%	-4%	-9%	-8%
CC(CNc1ccc([N+](=O)[O-])c2cccnc12)Nc1c([N+](=O)[O-])cc(C(F)(F)F)cc1[N+](=O)[O-] (stereo not given)	-13%	-3	-4%	0.2%	-22%	0%	2%	-5%	1%	-3%	-14%
Cc1c(Cl)cnc(NC(=O)CSc2nnc(C)n2Cc2ccccc2)c1Cl	-2%	2	-4%	-0.2%	-15%	6%	-1%	-7%	-2%	10%	0%
COCC(=O)N1CCC(Oc2ccc(C(=O)NC(C)c3csc(C)n3)cc2)CC1 (stereo not given)	1%	-2	-2%	-1.0%	-12%	1%	8%	-13%	13%	40%	0%
CC(C)(C)C(CN1CCCC1)OC(=O)c1ccccc1 (stereo not given)	2%	3	0%	-0.2%	-18%	4%	-2%	-1%	0%	2%	-1%
O=C(CSc1ccc(-c2ccc(-n3cccn3)cc2)nn1)Nc1ccc([N+](=O)[O-])cc1	-1%	-1	-1%	-0.1%	u	1%	-5%	2%	5%	-2%	18µM*
O=C1SC(SCc2ccccc2)=N/C1=C\c1ccco1	-16%	1	-12%	x	1%	x	x	x	x	-10%	x
COc1ccc(/C=C2\N=C(SC)N(C)C2=O)cc1	2%	x	-5%	-0.4%	-22%	0%	-1%	1%	1%	9%	11%
COc1ccc(C(=O)CCNc2cccc(Cl)c2)cc1	7%	23	-5%	-1.2%	u	5%	-4%	3%	u	6%	u
CC(c1n[nH]c(=S)n1-c1ccccc1)N1CCCCC1 (stereo not given)	1%	-2	3%	0.1%	-11%	0%	5%	-4%	2%	-12%	0%
COc1ccc(C(=O)Nc2c(C)ccc3nsnc23)cc1[N+](=O)[O-]	3%	3	-1%	-0.3%	-7%	0%	-1%	0%	0%	-3%	0%
COc1ccc(-c2c(-c3cc(OC)cc(OC)c3)n(C)c3ccc(-c4ccc5c(c4)OCCO5)cc23)cc1	49%	x	-2%	0.2%	11%	3%	10%	-12%	7%	21%	1%
COC(=O)CN1C(=O)CSc2ncccc21	0%	5	-7%	0.0%	3%	1%	1%	15%	6%	-13%	-1%
CCOC(=O)c1ccccc1NC(=O)COC(=O)C(CC(C)C)NC(N)=O (stereo not given)	2%	4	-2%	-0.1%	-1%	0%	-12%	-8%	2%	-38%	0%
O=C1NCCCCC1NS(=O)(=O)c1cccc(C(F)(F)F)c1 (stereo not given)	-1%	3	-5%	-0.3%	10%	5%	3%	11%	-2%	-11%	-1%
COc1ccc(/C=N/Nc2nc(-c3ccc(Cl)cc3)cc(C(F)(F)F)n2)cc1OC	-25%	-3	1%	-0.5%	-56%	1%	-1%	5%	-1%	25%	-9%
Cc1ccc(/C=N/NC(=O)c2c(-c3ccccc3)noc2C)c(O)c1	x	3	x	-0.5%	x	3%	x	-12%	18%	x	u
CN(C)c1ccc(-c2nnn(CC(=O)Nc3ccc4c(c3)OCCO4)n2)cc1	-2%	23	-2%	-0.2%	19%	2%	3%	-3%	6%	18%	12%
O=c1c2ccccc2cnn1Cc1n[nH]c(=S)n1-c1cc(Cl)cc(Cl)c1	2%	-8	0%	-2.8%	-8%	3%	-2%	4%	-1%	8%	-2%
Cc1ccc2nc(SCC(=O)Nc3cccc([N+](=O)[O-])c3)[nH]c2c1	-19%	11	x	-0.2%	1%	3%	-4%	-9%	-4%	-30%	-5%
CON1C(=O)C(=O)N(OC)C2CCCCC21 (stereo not given)	-2%	-2	-4%	-0.1%	2%	2%	x	-11%	3%	16%	2%
O=C(NCc1ccccc1Cl)C1CCN(S(=O)(=O)c2ccc(N3CCCC3=O)cc2)CC1	1%	3	0%	-0.4%	9%	0%	u	3%	-1%	4%	-1%
CCCCOc1ccc(-c2ncc(N)cn2)cc1	-1%	-1	-4%	-0.8%	2.5µM*	0%	u	1%	19%	-3%	u
N#Cc1ccccc1NC(=O)CSC1=Nc2ccccc2C2CC=NN12 (stereo not given)	-3%	4	0%	-1.4%	-4%	-1%	-6%	u	-2%	-7%	-7%
NS(=O)(=O)c1ccc(CNC(=O)c2cc(-c3cccs3)nc3ccccc23)cc1	58%[activator]	26	-3%	-0.5%	-5%	0%	3%	-3%	-1%	6%	-11%
O=C(COc1ncnc2ccccc12)Nc1ccc(Cl)c([N+](=O)[O-])c1	-6%	-2	-8%	-0.7%	-9%	0%	0%	4%	-1%	-15%	0%
CC(C)(C)c1ccccc1NC(=O)NC1CCN(Cc2c(F)cccc2Cl)CC1	-2%	5	-6%	-0.1%	-13%	2%	-1%	u	-1%	-22%	-4%
CCOC(=O)CSc1n[nH]c(NC(=O)c2cccc(C(F)(F)F)c2)n1	1%	x	-4%	-0.1%	7%	-1%	x	11%	3%	-16%[7.66 µM]	2%
Cn1nccc1C(=O)N1CCN(c2ncccn2)CC1	2%	1	-2%	-0.5%	8%	-1%	-1%	-8%	-1%	-7%	4%
O=C(NCC1OCCCN1S(=O)(=O)c1cc(F)ccc1F)C(=O)NC1CCCCC1 (stereo not given)	4%	-1	-4%	0.0%	18%	12%	-2%	7%	-4%	-7%	-1%
Cc1ccc(S(=O)(=O)NCC(=O)N(CC(=O)NCc2ccc(F)cc2)CC2CCCO2)cc1 (stereo not given)	3%	0	-1%	0.2%	0%	2%	0%	14%	-5%	-21%	0%
O=C(N/N=C/c1cccc(OC(=O)N2CCOCC2)c1)c1cccs1	-1%	1	0%	-0.8%	71%	4%	-6%	-12%	u	u	3%
CCC(=O)c1ccc(N2CCOCC2)c(F)c1	3%	x	-6%	x	4%	x	0%	x	x	14%	x
COc1cccc(C2=NO[C@@H]3C(=O)N(c4ccc5c(c4)OCCO5)C(=O)[C@H]23)c1OC	0%	6	-6%	-0.1%	-15%	2%	1%	26%	1%	-25%	20%

From PubChem
